Screens from PubChem.
CHRM5 agonist – CHRM5 agonism in calcium assay; 0.19% of 360,000 active; P08912; AID 624037; activation, % at 3 µM; CHO-K1 hM5 cells, Fluo-8 calcium fluorescence; 0% DMSO wells, 100% maximal acetylcholine response;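 active means activation above the run's mean over test compounds plus 3 SD, cut at about 23% in these data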;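 further: signal is peak over basal fluorescence ratio across the kinetic read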
Target sequence (P08912 whole entry, looked up): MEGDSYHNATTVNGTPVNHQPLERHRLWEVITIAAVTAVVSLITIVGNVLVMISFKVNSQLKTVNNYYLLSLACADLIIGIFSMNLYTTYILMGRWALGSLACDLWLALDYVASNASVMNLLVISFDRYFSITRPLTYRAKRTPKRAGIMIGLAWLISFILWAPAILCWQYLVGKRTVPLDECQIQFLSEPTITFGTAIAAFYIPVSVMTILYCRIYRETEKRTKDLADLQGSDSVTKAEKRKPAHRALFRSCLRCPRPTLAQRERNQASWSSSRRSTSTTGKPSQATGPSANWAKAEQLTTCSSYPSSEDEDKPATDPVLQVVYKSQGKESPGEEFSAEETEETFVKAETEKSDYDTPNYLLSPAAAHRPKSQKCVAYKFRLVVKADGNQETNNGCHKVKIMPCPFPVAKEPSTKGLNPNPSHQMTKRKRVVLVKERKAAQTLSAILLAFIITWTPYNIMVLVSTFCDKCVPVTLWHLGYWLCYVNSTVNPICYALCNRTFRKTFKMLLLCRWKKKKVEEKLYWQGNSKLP
M5 PAM – CHRM5 positive allosteric modulation; P08912; activation, % at 3 µM; AID 624038; 0.3% of 360,000 active; CHO-K1 hM5, Fluo-8 calcium, ACh EC20 PAM; 0% = ACh EC20, 100% = ACh EC100;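 active means activation above the run cutoff, the mean activation of all test compounds plus 3 SD, cut at about 18% in these data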
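Test system: CHO-K1 hM5 cells / Doses: single-point, 3 µM nominal / Times: Post-acetylcholine fluorescence recording 140 s / Technique: Fluo-8 calcium fluorescence / Measure: Max/basal fluorescence ratio as % of EC20–EC100 ACh window / Benchmarks: low control EC20 acetylcholine (0%), high control EC100 acetylcholine (100%) / Replicates: one well per compound, no replicates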
CHRM1 antagonist – antagonists of human M1 muscarinic receptor; P11229; AID 588852; CHO-K1 hM1, Fluo-8 calcium fluorescence, ACh EC80 antagonist; 1.3% of 360,000 active; inhibition, % at 3 µM;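 active means percent inhibition above its own plate's cutoff, namely the mean of that plate's compound wells plus 3 SD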;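 further: peak over basal fluorescence ratio during 140 s after agonist addition; 0% = ACh EC80 plus DMSO and 100% = DMSO alone without agonist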
M4 ag – CHRM4 agonism in calcium assay | P08173 | CHO-K1 hM4/Gqi5, Fluo-8 calcium fluorescence; vehicle 0%, full acetylcholine response 100% | activation, % at 3 µM | 0.14% of 360,000 active | AID 624127;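 active means activation above the run mean over all test wells plus 3 SD, cut at about 32% in these data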;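 further: peak over basal fluorescence ratio per well then scaled between controls; 0% = DMSO wells and 100% = acetylcholine at EC100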
M1 PAM – potentiates human M1 receptor response to acetylcholine. CHO-K1 hM1, Fluo-8 calcium fluorescence, ACh EC20; 0% = ACh EC20, 100% = maximal ACh. 0.088% of 360,000 active. AID 588819. activation, % at 3 µM; in the data active means activation above about 19%, passing the limit was not always enough
CHRM5 antagonist – blocks acetylcholine activation of human M5 receptor. P08912. CHO-hM5 cells, Fluo-8 calcium fluorescence, ACh EC80. inhibition, % at 3 µM. 0.59% of 360,000 active. AID 624040;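 active means inhibition above a per-plate cutoff, the mean of that plate's test compounds plus 3 SD, cut at about 27% in these data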;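 further: 0% = acetylcholine EC80 with DMSO and 100% = DMSO without agonist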
TAAR1 agonist – agonists of human TAAR1; Q96RJ0; CHO RD-HGA16 TAAR1, Fluo-8 calcium fluorescence; vehicle wells 0%, saturating PEA agonist 100%; activation, % at 3 µM; 0.99% of 360,000 active; AID 624467;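 active means activation above the mean activation of all test compounds in the run plus 3 SD, cut at about 38% in these data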
Target sequence (Q96RJ0 whole entry, looked up): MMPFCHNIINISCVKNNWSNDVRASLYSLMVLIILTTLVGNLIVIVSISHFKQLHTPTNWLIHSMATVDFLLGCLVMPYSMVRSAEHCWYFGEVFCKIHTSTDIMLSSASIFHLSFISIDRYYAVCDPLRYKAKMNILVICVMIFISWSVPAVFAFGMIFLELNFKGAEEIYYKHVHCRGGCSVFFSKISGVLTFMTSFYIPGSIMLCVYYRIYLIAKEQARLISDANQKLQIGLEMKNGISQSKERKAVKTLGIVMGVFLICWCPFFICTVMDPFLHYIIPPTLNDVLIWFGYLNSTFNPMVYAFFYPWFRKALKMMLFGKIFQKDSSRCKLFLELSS
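System: CHO RD-HGA16 cells carrying human TAAR1 plus Gα16; Incubation: 17-24 h seeding, 75 min 37 °C dye, 30 min RT; Measured by: Fluo-8 fluorescence, 5 s baseline then 140 s kinetic read; Control set: DMSO and PEA EC100; Replication: single well for each compound.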
CHRM4 antagonist – CHRM4 antagonism in calcium assay. P08173. CHO-hM4 cells, ACh EC80, Fluo-8 calcium fluorescence. inhibition, % at 3 µM. 0.73% of 360,000 active. AID 624125;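 active means inhibition above its plate's cutoff, the mean inhibition of sample wells plus 3 SD, cut at about 27% in these data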;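 further: 0% = acetylcholine EC80 with DMSO and 100% = DMSO without agonist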
CHRM1 agonist – activates human CHRM1 receptor. 0.33% of 360,000 active. P11229. CHO-K1 hM1, Fluo-8 calcium fluorescence, agonist mode; 0% DMSO, 100% acetylcholine EC100. activation, % at 3 µM;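 active means activation above the run's mean compound activation plus 3 SD, cut at about 16% in these data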;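 further: peak over basal fluorescence ratio within a 140 s kinetic read after compound addition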
* hit, by the source's call; . = not tested or not shown. Not all compounds are listed; count on the stated rates, not on these rows.

SMILES	CHRM5 agonist	M5 PAM	CHRM1 antagonist	M4 ag	M1 PAM	CHRM5 antagonist	TAAR1 agonist	CHRM4 antagonist	CHRM1 agonist
O=C1NC(=O)C(=Cc2csc3ccccc23)C(=O)N1	0	12	-18	1	13	-7	34	-15	-1
CN1CCN(c2c[nH]c(=O)[nH]c2=O)CC1	-7	6	1	0	0	-2	6	1	-4
O=C1NCN(c2ccccc2)C12CCN(C(CCc1ccccc1)c1nnnn1C1CCCC1)CC2 (stereo not drawn)	8	2	-19	11	0	0	3	-26	-1
CCN(N=Nc1nonc1OC)c1nonc1OC	-3	-7	-8	0	2	2	-1	-6	-4
CN1CCc2nc(N)c(C#N)c(-c3ccccc3)c2C1	-8	-22	34*	0	-20	9	27	15	-8
CCN(CC)c1ccc(N=Cc2c(O)n(-c3ccccc3C)c(=O)[nH]c2=O)cc1	0	6	3	3	2	-5	17	-6	-3
CCOC(=O)[C@]12Cc3ccc(C)cc3[C@H]1N(C1CCCCC1)C(=O)c1ccccc12	11	13	.	-3	.	6	-2	6	.
Cc1ccc(O)c(C)c1	0	6	-7	1	3	-5	4	-1	-3
COc1cc(OC)c(OC)cc1C=O	2	1	-5	2	0	3	1	-16	-3
COc1cc(-n2c(=S)[nH]c3ccc(C)cc3c2=O)c(Cl)cc1Cl	-1	-1	-3	2	5	6	6	3	-5
COC(=O)C1=C(c2ccc(C(C)=O)cc2)C[C@@H]2CC[C@H]1N2C(=O)NCc1ccco1	3	-14	17	0	-9	11	2	11	-6
OCC[n+]1c2ccccc2nc2ccc(N3CCOCC3)cc21	5	9	-7	0	4	-3	5	7	-8
CCOC(=O)C(O)(c1ccc(N(C)C(=O)c2ccc(Cl)c(Cl)c2)cc1)C(F)(F)F (stereo not drawn)	-5	-6	1	6	0	3	7	9	-11
Cc1cc(Cl)ccc1OCCCC(=O)NCc1cccs1	0	7	6	0	-1	6	2	17	0
O=C(Cc1cccs1)N1CCC2(CC1)OCCO2	-1	2	-8	1	9	3	14	-2	-9

Some of the entries so far, field by field.
> CCN(N=Nc1nonc1OC)c1nonc1OC
  CHRM5 agonist: -3 | M5 PAM: -7 | CHRM1 antagonist: -8 | M4 ag: 0 | M1 PAM: 2 | CHRM5 antagonist: 2 | TAAR1 agonist: -1 | CHRM4 antagonist: -6 | CHRM1 agonist: -4
> CN1CCc2nc(N)c(C#N)c(-c3ccccc3)c2C1
  CHRM5 agonist: -8 | M5 PAM: -22 | CHRM1 antagonist: 34* | M4 ag: 0 | M1 PAM: -20 | CHRM5 antagonist: 9 | TAAR1 agonist: 27 | CHRM4 antagonist: 15 | CHRM1 agonist: -8
> CCN(CC)c1ccc(N=Cc2c(O)n(-c3ccccc3C)c(=O)[nH]c2=O)cc1
  CHRM5 agonist: 0 | M5 PAM: 6 | CHRM1 antagonist: 3 | M4 ag: 3 | M1 PAM: 2 | CHRM5 antagonist: -5 | TAAR1 agonist: 17 | CHRM4 antagonist: -6 | CHRM1 agonist: -3

Other entries follow.
SMILES	CHRM5 agonist	M5 PAM	CHRM1 antagonist	M4 ag	M1 PAM	CHRM5 antagonist	TAAR1 agonist	CHRM4 antagonist	CHRM1 agonist
C=CCC1(CN2CCCC2=O)C(=O)NC(=O)NC1=O	1	3	-10	1	11	-4	.	2	1
CCOC(=O)CC1=C(C(=O)OCC)C2(C(=O)N1)C(C(=O)OC)=C(N)Oc1ccccc12 (stereo not drawn)	3	-1	9	0	3	0	18	13	-4
CC(Cc1ccccc1)N1Cc2ccccc2C1 (stereo not drawn)	-5	-5	-2	0	-3	11	.	-2	-10
N#CC1=C(N)Oc2c(c(=O)oc3ccccc23)C1c1ccccc1OC(=O)c1cccs1 (stereo not drawn)	1	6	-12	0	-1	6	5	5	-10
C[C@@H]1CN([C@@H](C)CO)C(=O)CCCn2nncc2CO[C@@H]1CN(C)C(=O)Oc1cccc2ccccc12	1	3	-14	0	3	1	1	-3	-5
COC(=O)C1=C(c2ccc(F)cc2F)C[C@@H]2CC[C@H]1N2C(=O)NCCOc1ccccc1Cl	-4	-5	10	2	-9	10	.	-7	-8
O=[N+]([O-])c1ccc(C2[C@H]3C(c4ccccc4)=NC4(CCCCC4)N23)cc1 (stereo partly drawn)	1	-2	3	0	8	-5	2	-6	1
CNC(=O)OCCc1n(C)cc[n+]1C	-8	-10	-5	1	4	2	3	2	-8
CC(C)(C)C(=O)O[C@H]1CC[C@@]2(C)C(=CC(=O)C3C2CC[C@]2(C)C(=O)CCC32)C1 (stereo partly drawn)	5	-4	1	1	0	11	4	0	-4
O=[N+]([O-])c1ccc(C2C3C(c4ccccc4)=NC4(CCCC4)N32)cc1 (stereo not drawn)	-6	0	-7	0	2	4	-2	-1	-5
O=C(NC1CN2CCC1CC2)c1ccc(-c2ccc([N+](=O)[O-])cc2)o1 (stereo not drawn)	-3	3	4	0	-3	2	2	8	-14
O=C(c1ccc(-c2ccccc2)cc1)C1CCCN(Cc2ccn[nH]2)C1 (stereo not drawn)	-2	0	8	5	-20	3	23	-7	-12
Cc1cc(S(=O)(=O)NCC(C)C)ccc1OCC(=O)N1CCN(Cc2ccccc2)CC1	-1	0	-21	2	0	-5	5	3	-1
COc1ccc(CN2C(=O)CC(=O)NC2=O)cc1	-2	4	-11	2	7	4	21	-3	-4
CC12CC[C@H]3[C@@H](CCC4(O)C[C@H](O)CCC34/C=N/NC(=O)c3ccccc3Cl)C1(O)CCC2C1=CC(=O)OC1 (stereo partly drawn)	2	4	-7	0	3	0	1	7	-3
C=C(COC(=O)CCC(=O)O)CC1CC(O)[C@]2(C)OC3CC4OC5C[C@]6(C)O[C@]7(C)CCC8OC9C[C@]%10(C)OC%11C(C)=CC(=O)OC%11CC%10OC9C[C@@H](C)C8OC7CC6O[C@]5(C)C/C=C\C4OC3CC2O1 (stereo partly drawn)	3	0	4	1	-1	10	.	4	0
CN(C)C(=O)Oc1ccc(Cl)c2cccnc12	-4	-6	-5	1	8	1	4	-3	-4
Cc1c(C=O)c2ccccc2n1Cc1ccccc1F	-4	-9	-7	2	8	1	11	-2	-5
Cc1ccsc1-c1nc(CSCC(=O)N2CCC3(CC2)OCCO3)c(C)o1	4	-13	5	16	-2	0	3	-17	-2
COC(=O)C1=C(c2ccc(C(C)=O)cc2)C[C@@H]2CC[C@H]1N2C(=O)NCCO	4	13	-9	0	16	-10	0	1	-2
COC(=O)C1C2c3ccccc3OC1(C)N=c1s/c(=C/c3cn(C)nc3C)c(=O)n12 (stereo not drawn)	2	-3	5	3	2	5	13	7	-3
CC/C(=N\NC(=O)c1ccccc1O)c1c(O)n(C2CCCCC2)c(=O)[nH]c1=O	-3	-6	-7	1	9	11	1	-2	-3
Cc1cc(C=O)c(C)n1CC1CCCO1 (stereo not drawn)	-7	18*	-26	1	7	-11	0	-9	-2
O=C(C1CC(=O)N(C2CCCCCCC2)C1)N1CCC2(CC1)OCCO2 (stereo not drawn)	1	-1	-8	0	6	-1	7	2	-4
CN(C)C(=O)On1c(-c2ccccc2)nc2ccc(Cl)cc21	-1	13	1	3	0	3	7	-5	2
O=C(CF)NC(NC(=S)Nc1ccccc1O)C(Cl)(Cl)Cl (stereo not drawn)	0	4	6	1	7	6	5	-12	-4
O=C(Nc1ccc(OC(=O)N2CCCC2)cc1)N1CCOCC1	-3	-4	-3	1	2	5	7	-11	-4
Clc1ccc(C2N3CCCN23)c(Cl)c1 (stereo not drawn)	-3	10	-34	0	11	0	3	-6	-2
CCCn1c(C)cc(C=O)c1C	0	2	5	0	-2	8	-1	-2	-4
COc1ccc(-c2nc3ccccc3c(=O)o2)cc1	2	2	-6	0	4	-9	0	2	-4
Cc1cccc(C(O)(C(=O)NNC(=O)CN2CCN(C)CC2)c2cccc(C)c2)c1	-2	-2	6	1	-6	-1	6	2	-10
CC1CN=C(NCc2ccc(F)cc2)S1 (stereo not drawn)	-10	2	-7	1	7	-2	7	0	-10
C=CCn1c(O)c(C(C)=NC(C)c2ccccc2)c(=O)[nH]c1=O (stereo not drawn)	3	10	-5	2	11	-9	9	-15	-4
Cc1cc(C)nc(NS(=O)(=O)c2ccc(N=Cc3c(O)n(C)c(=O)n(C)c3=O)cc2)n1	-5	-4	-8	2	7	4	1	-14	-4
O=C1NC(=O)N(Cc2ccco2)C(=O)/C1=C/c1ccc(-c2cccc([N+](=O)[O-])c2)o1	1	1	-2	1	10	-4	.	4	0
CC(C)CN(CC(C)C)C(=O)C1C2c3ccccc3C(c3ccccc32)C1C(=O)O (stereo not drawn)	1	-3	10	1	3	5	1	-2	0
CCN1CCN(C(=O)Cc2coc3cc(C)cc(C)c23)CC1	-9	-4	-21	1	-7	0	-1	3	-6
C=Cc1cc(OC)c2c(c1)c(=O)oc1c2cc(OC)c2c(O)ccc(C3OC(C)C(O)C(C)(O)C3O)c21 (stereo not drawn)	0	2	-14	0	13	9	0	-7	-1
C=CCn1c(O)c(C(C)=Nc2cccc(C(=O)O)c2)c(=O)[nH]c1=O	3	-2	-13	1	10	1	1	-8	-4
COc1cccc(C)c1NC1=NCCO1	1	8	-15	1	6	-1	87*	-12	-4
COC(=O)C1=C(c2cccc(OC)c2OC)C[C@@H]2CC[C@H]1N2C(=O)NCCNC(C)=O	-1	-5	1	0	6	18	4	7	-4
COC1=CC(=O)O[C@@H](/C=C/c2ccccc2)C1	3	-11	-25	13	0	10	-1	-16	-4
COC(=O)C1=C(c2ccc(F)cc2OCc2ccccc2)C[C@@H]2CC[C@H]1N2C(=O)NC1CCN(Cc2ccccc2)CC1	-6	5	-2	3	2	7	13	-5	-1
C[C@]12CCC3C(CC[C@H]4C[C@H](O)CC[C@]34C)C1C[C@@H](O)[C@H]2O (stereo partly drawn)	2	1	-17	3	10	2	6	4	4
C[n+]1c(-c2ccccc2)cc(-c2ccc(Cl)cc2)cc1-c1ccccc1	-9	1	-12	2	10	7	2	1	-14
COc1ccccc1Sc1ccccc1CC(C)N (stereo not drawn)	-5	2	-2	10	1	8	13	8	-6
Cc1cc(-c2ccc(N)c(C)c2)ccc1N	2	-1	-2	1	7	0	0	-2	-3
COC(=O)C1=C(c2c(C)noc2C)C[C@@H]2CC[C@H]1N2C(=O)NCc1ccco1	3	0	-12	2	9	11	0	2	-5
COc1ccccc1NC(=O)COC(=O)c1cc(C)n(C2CC2)c1C	2	-14	-15	1	13	8	0	-4	0
CN1Cc2cccnc2N(C)Cc2cc(Cl)ccc21	-4	-2	-6	-1	-1	3	3	14	-10
CCOC(=O)[C@]12Cc3cc4ccccc4cc3[C@H]1N(Cc1ccccc1)C(=O)c1ccccc12	0	1	.	0	.	8	0	4	.
CCOC(=O)c1cccc(C2=C(CNC(=O)c3ccncc3)[C@H]3CC[C@@H](C2)N3Cc2ccccc2)c1	-3	-2	5	1	-8	4	-1	5	-11
c1cc2c(cc1CN1CCNCC1)OCO2	-4	-4	17	0	-8	5	.	2	-7
CN(C)CCSCc1nnc2n1-c1ccc(Cl)cc1C(c1ccccc1Cl)=NC2	-1	-2	-8	0	3	4	0	4	-7
